# Screening data deposited in PubChem BioAssay by several laboratories.
# Anthrax LF prot: Bacillus anthracis LF protease inhibitors, primary screen, biochemical, multiplex microsphere, MLPCN library; inhibition, % at 10 µM; multiplex microsphere protease cleavage assay; Lethal factor (Bacillus anthracis), P15917; hit rate 0.12% among 360,000; further: plate controls were buffer without enzyme for full effect and enzyme alone for no effect
# BoNT-F LC inh: BoNT/F light chain protease inhibitors, primary screen, biochemical, flow cytometry, MLPCN library. Botulinum neurotoxin type F light chain protease (Clostridium botulinum). Multiplex microsphere protease cleavage assay. inhibition, % at 10 µM. hit rate 0.22% among 360,000. AID 588497, 2011; in the data active means inhibition above about 35%, passing the limit was not always enough; inconclusive means no clear call, values can overlap the other calls; further: plate controls were buffer without enzyme for full effect and enzyme alone for no effect
# FadD28 binding: inhibitors of FadD28 bisubstrate probe binding, primary screen, biochemical, fluorescence polarization, single point. Mycobacterium tuberculosis FadD28 fatty-acid-AMP ligase. inhibition, % at 12.5 µM. hit rate 0.22% among 360,000. AID 588549, 2011; in the data active means inhibition above about 8.5%, passing the limit was not always enough; inconclusive means no clear call, values can overlap the other calls
# PrPC surface inh: inhibitors of human cell surface prion protein PrPC, primary screen, cell-based, TR-FRET | hit rate 0.43% among 370,000 | TR-FRET read-out | inhibition, % at 13.8 µM | AID 720596, 2013 | Major prion protein (Homo sapiens), P04156; in the data active means inhibition above about 24%; further: 0% = median of the test wells and 100% = reference compound wells
# TcdB inh: TcdB glycohydrolase inhibitors, primary screen, biochemical, single point, plate reader. hit rate 0.24% among 350,000. AID 652162, 2013. Toxin B (Clostridioides difficile), P18177. inhibition, % at 9.99 µM. TcdB glycohydrolase enzymatic assay; in the data active means inhibition above about 10%
# PfHsp40 yeast: rescue of yeast from PfHsp40 toxicity, primary screen, S. cerevisiae, ATP luminescence; hit rate 0.68% among 340,000; AID 504582, 2011; S. cerevisiae expressing PfHsp40, growth rescue; growth rescue, % at 12.5 µM; in the data active means growth rescue above about 28%, passing the limit was not always enough; inconclusive means no clear call, values can overlap the other calls;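 further: yeast W303a lacking pdr1 and pdr3 grown in galactose medium; growth measured after three days at 30 °C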
# CCHFV vOTU inh: CCHFV vOTU protease inhibitors, primary screen, biochemical, Pep-AMC substrate, fluorescence | Crimean-Congo hemorrhagic fever virus L polyprotein viral ovarian tumor (vOTU) protease … | AID 651958, 2012 | inhibition, % at 11.5 µM | hit rate 0.55% among 370,000; in the data active means inhibition above about 30%; further: 0% = vehicle wells with enzyme and 100% = no enzyme wells
# BoNT-A LC inh2: BoNT/A light chain protease inhibitors, primary screen, biochemical, flow cytometry, MLPCN library | hit rate 0.17% among 360,000 | inhibition, % at 10 µM | multiplex microsphere protease substrate cleavage | Botulinum neurotoxin type A light chain protease (Clostridium botulinum A str. ATCC 3502); further: plate controls were buffer without enzyme for full effect and enzyme alone for no effect
# Yp Topo-I inh: Yersinia pestis topoisomerase I inhibitors, primary screen, biochemical, cleavage product accumulation, plate reader, single point; DNA topoisomerase I (Yersinia pestis CO92); Y. pestis Topo-I cleavage product accumulation; activity, % at 10 µM; hit rate 0.064% among 360,000; in the data active means activity above about 50%, passing the limit was not always enough; inconclusive means no clear call, values can overlap the other calls; further: inactives centre near 2
# Active calls of the source: *; ? = inconclusive; · = no result given. Unless noted, no stated cut-off is given here; in the data, active means inhibition above about 30%; inconclusive means no clear call, values can overlap the other calls; inactive means below that.
structure	Anthrax LF prot	BoNT-F LC inh	FadD28 binding	PrPC surface inh	TcdB inh	PfHsp40 yeast	CCHFV vOTU inh	BoNT-A LC inh2	Yp Topo-I inh
CN(C(=O)COC(=O)c1c2c(nc3ccccc13)/C(=C/c1cccc([N+](=O)[O-])c1)CCC2)C1CCS(=O)(=O)C1 (stereo not given)	-4	-8	-0.6	6	-2.8	-1.0	3	-1.1	0
O=C(Cn1c(=O)oc2cc(S(=O)(=O)N3CCc4ccccc43)ccc21)N1CCCCC1	-7	-13	1.3	-5	0.7	0.1	-6	-1.0	-1
CN1C(=O)N(C)C2(C)CC1(C)N(C)C(=O)N2C	·	·	1.6	-8	1.2	-0.2	-18	·	-12
CN(C(=O)CN1C(=O)/C(=C/c2ccccc2F)SC1=S)C1CCS(=O)(=O)C1 (stereo not given)	1	-2	-2.8	7	0.3	-1.4	9	2.4	3
Cc1nnc(SCC(=O)Nc2ncc3c(n2)CC(C)(C)CC3=O)s1	-19	-1	0.3	-4	·	-1.1	-2	-1.3	0
CCCN(Cc1nnc(-c2cccs2)o1)C(=O)c1cc(S(=O)(=O)N2CCOCC2)ccc1C	0	-14	-1.4	3	1.1	0.4	-8	-0.8	7
O=C(CN1C(=O)NC2(CCCC2)C1=O)NNC(=O)c1ccc(F)cc1	1	15	-0.4	-2	0.4	-0.4	9	0.4	1
COCCn1c(SCC(=O)Nc2cccc(OC)c2)nnc1-c1ccc(Cl)cc1	-2	8	-2.9	17	·	0.7	-7	0.9	7
O=C(N/N=C/c1cccnc1)c1cc(Br)ccc1O	9	-8	0.9	-7	0.7	-1.1	0	-2.5	-2
O=C(/C=C/c1ccccc1)Nc1cccc(C(=O)N2CCCCC2)c1	0	0	-1.6	6	1.5	2.4	12	-0.2	23
Cc1ccnc(NC(=O)C2CCN(S(=O)(=O)c3ccc(C)c(C)c3)CC2)c1	7	7	-0.1	0	1.5	0.8	-29	5.5	-3
CCCN(CCC)C(=O)CC(c1ccccc1)c1ccc(C)cc1O (stereo not given)	-1	2	1.3	0	·	0.2	7	1.0	22
CCOCCCN1C(=O)CN(C2CCC(C)CC2)C(=O)C1c1ccc(C)cc1 (stereo not given)	4	0	0.9	0	-0.8	-1.7	5	1.9	13
COc1ccc(CNCCS(=O)(=O)NCc2ccc(OC)cc2)cc1	-1	-4	-2.9	1	-2.3	-2.8	29	0.2	9
O=C1NC(Cc2ccc(O)cc2)c2nc3ccc(F)cc3c(=O)n2-c2cc3ccccc3cc21 (stereo not given)	3	-3	-3.6	3	1.5	·	6	-0.5	31
O=C(COC(=O)c1cc([N+](=O)[O-])ccc1NCCO)c1ccccc1	0	-7	-0.8	-18	2.0	-0.3	-3	0.2	-2
CC(Sc1nnc(C2CC2)n1C1CC1)C(=O)c1ccc(F)cc1 (stereo not given)	·	·	-0.6	-8	1.6	0.5	-6	·	6
Cc1noc(C)c1C(=O)Nc1nccs1	-2	-7	-0.7	5	1.1	-0.4	8	2.6	7
O=C(CCCc1nc(-c2ccccc2)no1)NCc1cccnc1	0	-8	-1.8	8	·	0.4	8	?	-4
COc1ccc(OCCNS(=O)(=O)Cc2ccccc2)cc1	1	1	-4.5	0	-0.1	0.8	3	0.8	-3
O=C(Nc1nnc(C23CC4CC(CC(C4)C2)C3)s1)c1ccc(N2C(=O)CCC2=O)cc1	-9	-9	-0.1	6	0.9	0.6	-9	-1.3	9
CS(=O)(=O)N(CC(=O)Nc1ccc(CC#N)cc1)c1ccc(C23CC4CC(CC(C4)C2)C3)cc1	-13	-32	-5.1	-1	1.2	3.2	1	-5.4	3
CCOCCc1nnc(NC(=O)CCc2ccccc2)s1	-4	8	-2.0	0	-0.8	-2.8	3	-1.5	0
COc1ccc(/C=C2/C(=O)N(Cc3ccccc3)N=C2C)cc1	-2	-5	-0.3	7	0.3	0.4	1	0.2	-1
CCc1ccc(-c2cc(C)no2)cc1S(=O)(=O)N1CCN(c2ccc(F)cc2)CC1	3	1	-0.5	-4	0.3	-1.0	21	2.8	15
CC(C)OCCCNC(=O)Cn1nc(-c2ccccc2)ccc1=O	-2	4	-0.6	-9	·	0.2	11	0.2	-5
CCOC(=O)N1CCC(NS(=O)(=O)c2ccc(C#N)cc2)CC1	-3	-6	0.8	-9	0.5	0.6	10	-0.8	6
Cc1cc(C(=O)COc2ccccc2C(N)=O)c(C)n1C1CC1	1	-3	-4.7	1	0.8	0.6	1	-0.2	12
C=CCSc1nnc(NC(=O)c2ccc(S(=O)(=O)NCC3CCCO3)cc2)s1 (stereo not given)	0	3	1.4	0	·	0.1	6	-0.8	2
CCc1nc2ccc(C(=O)N3CCN(C(=O)c4ccco4)CC3)cn2c1N(C)Cc1nccn1C	-5	2	-4.2	-9	1.0	·	13	-0.3	3
Cc1c(NC(=O)C2CCN(S(=O)(=O)c3cccs3)CC2)c(=O)n(-c2ccccc2)n1C	4	4	-1.1	8	-3.7	-1.1	3	-0.6	5
Cc1cnc2c(N)cc(C)c(C)c2c1	-13	-9	-0.7	-3	-0.3	·	4	0.3	-7
Cc1ccc2nc(CSc3nc(C)nc4c3oc3ccccc34)[nH]c2c1	-12	-14	-8.4	0	0.8	7.9	3	-0.7	13
O=C(CSc1nc2[nH]ncc2c(=O)[nH]1)Nc1ccc(Cl)cc1	-1	-24	-1.7	10	0.2	0.5	12	-4.4	0
CCOC(=O)c1c(NC(=O)COC)sc2c1CCCC2	-10	-6	-4.9	-5	·	-0.4	-4	-0.8	7
Cc1c(NC(=O)c2ccc(Cl)s2)c(=O)n(-c2ccccc2)n1C	-1	-3	-1.9	-3	·	0.7	-8	-1.0	3
CCN(CC(=O)Nc1c(F)cccc1F)C(=O)c1cccc(-n2cccc2)c1	-5	-2	-0.6	4	7.2	0.4	-3	2.2	6
COc1cc(S(=O)(=O)Nc2ccc3cn[nH]c3c2)ccc1Cl	-6	-9	-2.4	7	1.9	-0.5	10	1.0	0
Cn1ncc(N=Cc2ccccc2[N+](=O)[O-])c1C(N)=O	1	-3	-0.5	2	-0.5	-1.0	0	-0.8	-6
CCCSc1nnc(-c2ccccc2N)c(=O)[nH]1	4	0	-2.4	1	·	0.6	6	1.4	2
CCOc1ccc(NC(=O)CN(c2cc(C)cc(C)c2)S(=O)(=O)c2c(C)noc2C)cc1	-3	-5	-0.5	-1	1.9	2.0	2	-0.6	14
COc1cccc(OC)c1C(=O)N1CCN(c2c(Cc3ccccc3)c(C)nc3ncnn23)CC1	-7	-15	-1.4	-2	1.0	-1.4	-21	-13	18
CN(c1ccccc1)c1nc(N)c([N+](=O)[O-])c(N2CCCCC2)n1	2	5	-2.6	-1	0.9	1.0	1	-0.2	12
COC(=O)/C=C1/S/C(=N/NC(=O)c2ccccc2OC)NC1=O	-1	-4	2.2	-12	0.1	2.0	13	-0.6	5
CC(C)Cn1c(N)c(C(=O)COC(=O)C2Cc3ccccc3CN2S(C)(=O)=O)c(=O)n(C)c1=O (stereo not given)	-1	-6	-0.7	18	2.7	50*	5	0.3	5
O=c1ccnc(SCn2nnc3ccccc3c2=O)[nH]1	-1	3	-1.7	-8	·	-1.6	0	3.3	-1

# Compounds from the list above that have an aryl methoxy group (7):
structure	Anthrax LF prot	BoNT-F LC inh	FadD28 binding	PrPC surface inh	TcdB inh	PfHsp40 yeast	CCHFV vOTU inh	BoNT-A LC inh2	Yp Topo-I inh
COCCn1c(SCC(=O)Nc2cccc(OC)c2)nnc1-c1ccc(Cl)cc1	-2	8	-2.9	17	·	0.7	-7	0.9	7
COc1ccc(CNCCS(=O)(=O)NCc2ccc(OC)cc2)cc1	-1	-4	-2.9	1	-2.3	-2.8	29	0.2	9
COc1ccc(OCCNS(=O)(=O)Cc2ccccc2)cc1	1	1	-4.5	0	-0.1	0.8	3	0.8	-3
COc1ccc(/C=C2/C(=O)N(Cc3ccccc3)N=C2C)cc1	-2	-5	-0.3	7	0.3	0.4	1	0.2	-1
COc1cc(S(=O)(=O)Nc2ccc3cn[nH]c3c2)ccc1Cl	-6	-9	-2.4	7	1.9	-0.5	10	1.0	0
COc1cccc(OC)c1C(=O)N1CCN(c2c(Cc3ccccc3)c(C)nc3ncnn23)CC1	-7	-15	-1.4	-2	1.0	-1.4	-21	-13	18
COC(=O)/C=C1/S/C(=N/NC(=O)c2ccccc2OC)NC1=O	-1	-4	2.2	-12	0.1	2.0	13	-0.6	5

# One compound at a time, from the list above. Screens in order: Anthrax LF prot, BoNT-F LC inh, FadD28 binding, PrPC surface inh, TcdB inh, PfHsp40 yeast, CCHFV vOTU inh, BoNT-A LC inh2, Yp Topo-I inh
# Listed for O=C(CSc1nc2[nH]ncc2c(=O)[nH]1)Nc1ccc(Cl)cc1 : -1, -24, -1.7, 10, 0.2, 0.5, 12, -4.4, 0
# Listed for CCc1nc2ccc(C(=O)N3CCN(C(=O)c4ccco4)CC3)cn2c1N(C)Cc1nccn1C : -5, 2, -4.2, -9, 1.0, ·, 13, -0.3, 3
